# Screening results as filed in PubChem BioAssay.
# TRPM1 prom inh = reduces MITF-dependent TRPM1 promoter luciferase signal; SK-MEL-5 TRPM1 promoter luciferase, 24 h; inhibition, % at 12.5 µM; hit rate 0.83% among 330,000;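 active means mean inhibition across replicates of 60% or more, whatever share of single replicates reaches that level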; further: values of inactives mirror those of a sister screen read the other way
# PDI turbidity = PDI (human) enzyme inhibition. PDI insulin aggregation turbidity, A650, 90 min. inhibition, % at 10 µM. hit rate 0.052% among 350,000. AID 588391;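 active means mean inhibition across replicates of 30% or more, whatever share of single replicates reach that level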;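 further: absorbance from insulin aggregation driven by PDI reduction with DTT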
# Peg3 prom inh = inhibitors of Peg3 promoter; HeLa PEG-Prom luciferase reporter, luminescence, overnight; inhibition, % at 20 µM; hit rate 1.7% among 360,000;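 active means inhibition of at least 50% at 20 µM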
# HIF-2a inh = inhibitors of HIF-2a; AID 624352; inhibition, % at 18.8 µM; hit rate 0.72% among 360,000; 786-0 RCC cells HIF-2a reporter, luciferase luminescence, overnight;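 active means inhibition of the luminescence signal of 40% or more relative to plate controls, in a single-dose primary screen at 18.75 µM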
# Shn3 inh set2 = inhibitors of Schnurri-3 3'UTR reporter in osteoblasts; Clone20 osteoblast Shn3 3'UTR firefly luciferase, 24 h; inhibition, % at 12.5 µM; hit rate 0.52% among 360,000; AID 588674;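 active means mean inhibition of at least 75% with every replicate also reaching 75%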;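 further: 0% = median of neutral control wells and 100% = pilot-screen positive control compound; some compounds past the cut are filed as inactive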
# NR2E3 ag-1 = activates human NR2E3 receptor | Q9Y5X4 | CHO-S Gal4-NCOR/VP16-NR2E3 two-hybrid, luciferase | inhibition of corepressor binding, % at 3.98 µM | hit rate 0.35% among 360,000 | AID 602229;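 active means inhibition above the mean of all tested compounds plus 3 SD, cut at about 70% in these data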;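 further: 0% = DMSO with NR2E3 transfected cells and 100% = cells lacking NR2E3 construct; higher means lower luciferase signal from less NR2E3 corepressor binding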
# Target sequence (Q9Y5X4 whole entry, looked up, the tested form may be a part): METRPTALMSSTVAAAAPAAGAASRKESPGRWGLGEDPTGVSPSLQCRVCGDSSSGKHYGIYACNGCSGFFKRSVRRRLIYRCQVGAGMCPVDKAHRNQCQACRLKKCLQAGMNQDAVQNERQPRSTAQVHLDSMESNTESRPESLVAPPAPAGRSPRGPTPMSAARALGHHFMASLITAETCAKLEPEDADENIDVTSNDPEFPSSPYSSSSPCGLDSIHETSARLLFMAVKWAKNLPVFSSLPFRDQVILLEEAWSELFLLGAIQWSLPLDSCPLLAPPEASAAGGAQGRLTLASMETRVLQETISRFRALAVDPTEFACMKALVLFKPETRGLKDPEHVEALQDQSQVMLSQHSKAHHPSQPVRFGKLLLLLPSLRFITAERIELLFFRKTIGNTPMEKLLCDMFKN
# hiPSC survival = enhancers of human iPSC single-cell survival. hiPSC single-cell survival, ATPlite luminescence; 100% = ROCK inhibitor wells, 0% = DMSO. survival enhancement, % at 20 µM. hit rate 0.044% among 360,000. AID 602274; in the data active means survival enhancement above about 18%;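 further: cells exposed to compounds for 16 hours before the ATP read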
# CaV13 FRET inh = Disruptors of the CACNA1D IQ motif to Ca2+-dependent inactivation inhibitor domain association, primary screening, Förster resonance energy transfer in intact living …; hit rate 0.098% among 340,000; HEK cells, CFP/YFP FRET ICDI-IQ, plate reader, 10 min; percent FRET-ratio fall versus neutral wells; inhibition, % at 12.3 µM;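 active means mean replicate inhibition of at least 30% and at least 1% of replicates passing that level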;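 further: 0% = median of the neutral control wells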
# HTR2A ag = activates the mouse 5-HT2A serotonin receptor. hit rate 0.66% among 360,000. AID 624169. P35363. activation, % at 7.6 µM. CHO-K1 mHTR2A beta-arrestin complementation, luminescence; percent of 30 µM serotonin response;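 active means activation above a run cutoff, the mean activation of all tested compounds plus 3 SD, cut at about 14% in these data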;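 further: 0% = plate median of compound wells and 100% = 30 µM serotonin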
# Target sequence (P35363 whole entry, looked up): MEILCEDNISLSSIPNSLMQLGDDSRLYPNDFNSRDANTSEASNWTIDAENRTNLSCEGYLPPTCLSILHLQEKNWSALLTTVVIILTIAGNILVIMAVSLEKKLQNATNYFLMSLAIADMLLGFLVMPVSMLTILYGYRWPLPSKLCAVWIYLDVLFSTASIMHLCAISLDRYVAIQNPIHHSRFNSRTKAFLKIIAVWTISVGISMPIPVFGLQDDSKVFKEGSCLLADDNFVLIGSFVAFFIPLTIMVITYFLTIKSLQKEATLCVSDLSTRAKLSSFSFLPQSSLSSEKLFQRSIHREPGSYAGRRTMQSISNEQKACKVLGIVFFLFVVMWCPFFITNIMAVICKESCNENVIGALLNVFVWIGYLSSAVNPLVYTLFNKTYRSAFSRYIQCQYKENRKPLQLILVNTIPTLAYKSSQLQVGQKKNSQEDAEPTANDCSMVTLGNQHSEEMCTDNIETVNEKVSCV
# NR2E3 ag-2 = agonists of human nuclear receptor NR2E3. GST-NR2E3/biotin-RetCOR TR-FRET, 1536-well. inhibition of corepressor binding, % at 4.78 µM. hit rate 0.12% among 320,000. AID 2300;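 active means percent inhibition above the cutoff of mean plus 3 SD of all tested compounds, set per screening campaign, cut at about 20% in these data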;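 further: 0% = DMSO wells and 100% = biotin wells as full block of FRET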
#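 Test system: GST-NR2E3 and biotin-RetCOR proteins | Quantity: 1.35 nM GST-tagged NR2E3 final | Medium: Tris pH 7.5 | Also added: 7 nM biotin-RetCOR | Dosing: Compound at 4.8 µM, single dose | Timing: 5 h at 4 °C | Detection: Time-resolved FRET | Read-out basis: Percent inhibition | Benchmarks: Biotin wells as high control, 0.6% DMSO wells as low control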
# Cardio protect = protects H9c2 cardiomyocytes from peroxide injury; hit rate 0.63% among 360,000; protection from H2O2 cell death, % at 20 µM; H2O2 injury protection, ATPLite, 2 h;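 active means compounds giving at least 50% protection of heart cells from peroxide-induced death in the single-dose screen, raw or plate-pattern-corrected value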;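 further: 0% = DMSO wells with peroxide and 100% = DMSO wells without peroxide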
# An asterisk follows results filed as active; · = no result given.
SMILES,TRPM1 prom inh,PDI turbidity,Peg3 prom inh,HIF-2a inh,Shn3 inh set2,NR2E3 ag-1,hiPSC survival,CaV13 FRET inh,HTR2A ag,NR2E3 ag-2,Cardio protect
Cc1cc(C)n2nc(C(=O)N/N=C/c3ccccc3C)nc2n1,14,-7,6,0,-5,-20,-0.6,-1,2,-1,2
Cn1c(C(=O)N2CCOCC2)cc2c(=O)n3ccccc3nc21,1,-8,-20,-17,-5,0,-0.1,-5,1,2,4
O=C(Cc1cccc2ccccc12)Nc1ccc2oc(-c3ccccc3)nc2c1,-35,-5,-35,-113,-4,-46,1.5,-4,-5,-3,-2
CNc1cccc2c1C(=O)c1ccccc1C2=O,-38,-5,-194,-194,-45,-39,-1.3,-5,7,-6,-5
CC1(C)Cc2c(sc(NC(=O)C3CC(Cl)=CCC3C(=O)O)c2C#N)CO1 (stereo not given),12,2,15,13,-7,-11,2.1,-2,-1,3,9
COc1ccc(CN2CCN(C(=O)c3cccs3)CC2)c(OC)c1OC,9,-11,23,15,-62,2,-0.5,-6,10,1,-9
CC(C)C(=O)c1ccc(O)c(O)c1,-11,1,-3,11,·,4,0.0,-7,1,0,2
C[C@@]12CCC=C[C@H]1[C@H](c1ccc3ccccc3c1)N(Cc1ccccc1)C2=O,-7,2,26,26,-3,-12,3.1,-5,-2,2,4
O=C(COC(=O)c1cc(Cl)ccc1O)NCCC1=CCCCC1,1,-8,9,15,-28,10,-0.2,-4,7,0,-10
CC(C)(C)NC(=O)Cn1ccc(=N)c2ccccc21,8,0,5,15,0,-17,-1.6,·,5,0,16
CC(C)C[C@@]12C(=O)N(c3cccc(Cl)c3)C(=O)N1[C@H](c1ccc(F)cc1)[C@@H]1C(=O)N(C3CCCCC3)C(=O)[C@@H]12,4,1,5,5,0,-5,-2.3,-6,9,4,-2
CC(C)Oc1ccc(S(=O)(=O)N2CCOCC2)cc1NC(=O)Cc1c(F)cccc1Cl,-3,2,14,18,23,-10,-0.2,-6,-3,-3,-2
N#CC1=C(SCC(=O)NC23CC4CC(CC(C4)C2)C3)NC(=O)C(C#N)C12CCCCC2 (stereo not given),-5,26,38,-45,4,45,0.7,-8,7,-1,-16
CCOc1ccc(OCc2ccc(C(=O)N(CC)CC)cc2)cc1,-11,1,-145,-151,-2,-90,-3.3,-19,-2,2,-11
Cc1cc(C(=O)N2CCN(S(=O)(=O)c3ccc(C)c(C)c3)CC2)no1,2,17,-10,13,15,21,-0.1,-6,-5,·,-7

# An excerpt of these results, with values under each structure:
# Every second line gives: TRPM1 prom inh, PDI turbidity, Peg3 prom inh, HIF-2a inh, Shn3 inh set2, NR2E3 ag-1, hiPSC survival, CaV13 FRET inh, HTR2A ag, NR2E3 ag-2, Cardio protect
CC(C)C[C@@]12C(=O)N(c3cccc(Cl)c3)C(=O)N1[C@H](c1ccc(F)cc1)[C@@H]1C(=O)N(C3CCCCC3)C(=O)[C@@H]12
 : 4, 1, 5, 5, 0, -5, -2.3, -6, 9, 4, -2
N#CC1=C(SCC(=O)NC23CC4CC(CC(C4)C2)C3)NC(=O)C(C#N)C12CCCCC2 (stereo not given)
 : -5, 26, 38, -45, 4, 45, 0.7, -8, 7, -1, -16
O=C(COC(=O)c1cc(Cl)ccc1O)NCCC1=CCCCC1
 : 1, -8, 9, 15, -28, 10, -0.2, -4, 7, 0, -10
CNc1cccc2c1C(=O)c1ccccc1C2=O
 : -38, -5, -194, -194, -45, -39, -1.3, -5, 7, -6, -5

# Returning to the listing, starting 2 compounds before the break.
SMILES,TRPM1 prom inh,PDI turbidity,Peg3 prom inh,HIF-2a inh,Shn3 inh set2,NR2E3 ag-1,hiPSC survival,CaV13 FRET inh,HTR2A ag,NR2E3 ag-2,Cardio protect
CCOc1ccc(OCc2ccc(C(=O)N(CC)CC)cc2)cc1,-11,1,-145,-151,-2,-90,-3.3,-19,-2,2,-11
Cc1cc(C(=O)N2CCN(S(=O)(=O)c3ccc(C)c(C)c3)CC2)no1,2,17,-10,13,15,21,-0.1,-6,-5,·,-7
Cc1cc(Cl)ccc1OCC(=O)N1C(C)CCCC1C (stereo not given),-26,7,-19,-60,-23,-32,-0.7,-4,3,3,1
CN1CCCC(C)(C(=O)Nc2cccc(Oc3ccccc3)c2)C1 (stereo not given),·,-5,2,2,-2,7,-1.8,-6,-5,·,11
O=C(Nc1ccccc1)C1Cc2ccccc2CN1C(=O)c1ccco1 (stereo not given),-60,1,-274,-199,-75,-89,0.5,-6,-2,1,1
CCCC(=O)NC(c1ccc(C(C)C)cc1)c1ccc2cccnc2c1O (stereo not given),49,-5,67*,18,91*,-13,-0.6,-6,-2,2,37
COc1ccc(CCC(=O)Nc2ccc(C(=O)c3ccncc3)cc2)cc1,-1,-3,-4,19,11,-39,-0.1,-1,5,·,-8
C=CCn1c(SCC(=O)NCC2CCCO2)nc2scc(-c3ccccc3)c2c1=O (stereo not given),-7,-6,13,23,14,-8,-0.3,-6,-2,0,14
NC(N)=NS(=O)(=O)c1ccc(NC(=S)NC(=O)c2ccncc2)cc1,0,-6,-6,12,-10,-28,-0.4,-7,-3,4,7
COc1cc(C=Nc2cccc(C)c2)c(O)c([N+](=O)[O-])c1,16,6,11,11,14,9,0.4,-2,-4,0,3
CC1(C(=O)NS(=O)(=O)C2CC2)CCCN(C(=O)/C=C/c2ccccc2)C1 (stereo not given),·,-20,-2,11,-8,1,0.6,-8,-2,·,2
COCc1cc(C)nc(SCC(=O)Nc2ccc(C)c(C)c2)c1C#N,-31,15,-171,-185,-38,-31,2.0,-5,-1,2,-8
CCCSC1=C(C#N)C(c2cc(OC)ccc2OC)CC(=O)N1 (stereo not given),10,1,-6,6,-5,-32,-0.7,-5,-2,5,-4
CCOc1ccccc1NC(=S)NC(=O)C1CC1,9,-4,29,-12,8,1,0.5,-5,-2,1,-1
CC[C@H](C)/C=C(C)/C=C/C1=CC2=CC(=O)[C@]3(C)OC(=O)[C@@H](C(C)=O)[C@@H]3C2=CO1,1,·,5,11,5,-6,-0.3,·,-2,-3,0
Cc1ccc(O)c(NC(=O)c2noc3c2CCc2ccccc2-3)c1,-52,-1,-178,-252,-104,-64,-2.0,2,1,3,-15
O=C1CCCC(O)=C1N=Nc1c(Cl)cc(C(F)(F)F)cc1Cl,7,-6,-14,15,0,16,-0.8,-4,-1,0,2
Cc1ccc(NC(=O)c2cc(N3C(=O)C=CC3=O)ccc2N2CCOCC2)cc1,80*,11,108*,69*,42,-4,-0.1,-19,2,·,-31
O=C1NC2c3ccccc3C(=O)N2c2c1cnn2-c1ccccc1 (stereo not given),17,1,22,14,2,7,1.6,·,-1,-1,10
Cc1ccc(O)c(C(=O)c2cc(C#N)c(=O)n(Cc3ccccc3)c2)c1,3,-1,13,8,59,-35,-0.7,-5,-3,7,-12
CC(OC(=O)CCCN=C1NS(=O)(=O)c2ccccc21)C(=O)Nc1ccccc1F (stereo not given),-10,7,1,8,-6,14,0.5,-5,25*,1,-2
COc1ccc(C2CC(=O)N(CC(=O)NCC3CCCO3)c3ccccc3S2)cc1OC (stereo not given),-1,-5,6,13,-30,-9,-1.3,7,-1,1,12
CN(Cc1ccco1)C(=O)c1ccc(N2CCCC2=O)cc1,-3,3,1,0,9,5,-1.1,-4,4,-4,-10
OCc1ccnc2c(O)cccc12,-5,-4,13,13,39,14,-0.5,-9,-2,1,43
O=C(/C=C/c1cccc(Cl)c1)NCCN1CCOCC1,2,6,-10,5,-16,-1,-0.1,-4,0,-1,1
O=C(OCc1nc2ccccc2[nH]1)C1CCCCC1,3,3,-10,1,-3,2,0.1,-4,7,-4,-6
Fc1ccc(-c2nc3cnccn3c2NC2CCCC2)cc1,11,-3,16,17,13,-4,0.1,-88,-3,-2,-7
CCOC(=O)C1=CCN(S(=O)(=O)c2ccc(C)cc2)C1c1cccs1 (stereo not given),·,·,5,7,-3,9,-1.4,-6,-6,·,-1
CCN(CC)S(=O)(=O)c1cccc(NC(=O)CNC2CCCCCC2)c1,-13,8,19,9,4,-20,-0.5,-2,-1,3,-4
COC(=O)CCCC(=O)N1CCC(CCC(=O)NCc2ccc(F)cc2)CC1,8,0,15,15,4,15,-0.1,-2,3,2,0
CN1CCN(c2ccc(C(=O)c3ccccc3)cc2[N+](=O)[O-])CC1,-20,7,-87,-74,-14,-22,-2.4,-5,-6,3,4
C/C=C/c1ccc(OCCCNC2CCCC2)c(OC)c1,3,-11,6,4,-1,15,-4.6,-3,-7,1,-3
CCOc1ccc(N=C2NC(=O)C(CC(=O)O)S2)cc1 (stereo not given),-12,-2,-45,-48,-17,-38,0.0,-5,5,-1,-3
O=C(C1CCN(C2CC(=O)N(c3ccc(Cl)cc3)C2=O)CC1)N1CCOCC1 (stereo not given),4,6,-6,-8,-3,16,4.9,-1,0,-2,13
CCn1c(C(C)NC(=O)c2cccc(C)c2)nc2ccccc21 (stereo not given),·,·,3,8,-9,1,3.4,-9,1,2,16
CNC(=O)CCC(=O)Nc1ccc(C)cc1,27,-1,-3,5,20,5,1.6,1,0,3,2
CCOC(=O)c1c(-c2ccccc2)oc2ccc(OCC(=O)NN)cc12,14,-2,4,23,-9,11,-0.1,-3,-4,0,3
CNc1nc(=O)n(C2CCCO2)cc1C (stereo not given),-5,8,-6,5,-2,6,6.5,-13,3,·,4
CC(C)OCCCNC(=O)c1ccc2c(=O)n(Cc3ccc4c(c3)OCO4)c(=S)[nH]c2c1,-2,-8,11,7,-4,4,0.1,-1,6,4,-1

# Single values from the list:
# Entry for CC(C)OCCCNC(=O)c1ccc2c(=O)n(Cc3ccc4c(c3)OCO4)c(=S)[nH]c2c1 under Peg3 prom inh: 11
# Entry for CNc1nc(=O)n(C2CCCO2)cc1C (stereo not given) under CaV13 FRET inh: -13
# Entry for CCOc1ccc(N=C2NC(=O)C(CC(=O)O)S2)cc1 (stereo not given) under NR2E3 ag-2: -1
